# CF NFkB block: inhibitors of PAF-induced NF-kB signaling, primary screen, cell-based, GFP fluorescence, uHTS; KKLEB NF-kB-GFP reporter, GFP fluorescence overnight; inhibition, % at 5 µM; actives 0.86% (n = 360,000); AID 588850, 2011;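 active = at least 50% inhibition at 5 µM, scaled per plate between neutral and stimulator controls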;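 also: PAF is a Pseudomonas aeruginosa culture filtrate used as stimulus; plate controls were PAF-stimulated DMSO wells for no effect and unstimulated DMSO wells for full effect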
# TROY signal inh: inhibitors of TROY-driven NF-kB signaling, primary screen, Q293 LMP1-TROYcd cells, NF-kB luciferase, uHTS; inhibition, % at 10 µM; actives 0.98% (n = 360,000); Q293 LMP1-TROYcd NF-kB luciferase reporter, 4 h;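 active = compounds whose plate-normalised and pattern-corrected inhibition of the luciferase reporter signal at the single screening dose is 50% or more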
# TRAIL sens C8: viability loss with TRAIL in NB7+C8 cells, primary screen, TRAIL sensitizer project, cell-based, ATPlite luminescence; AID 624354, 2012; actives 1% (n = 360,000); inhibition (viability loss, TRAIL sensitization), % at 10 µM;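 active = compounds causing at least 50% loss of cell viability in the single-dose screen, relative to plate controls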
# NCOA3 inh: SRC3 coactivator transcriptional activity inhibitors, primary screen, cell-based, luminescence. HEK293 GAL4-SRC3 luciferase reporter. inhibition, % at 3.6 µM. Nuclear receptor coactivator 3 (Homo sapiens), Q9Y6Q9. actives 0.17% (n = 360,000);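 active = inhibition above a per-campaign cutoff, the mean of all compounds plus 3 SD, cut at about 60% in these data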;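 also: 0% = DMSO-treated cells and 100% = gossypol-treated cells at 36 µM; higher means less SRC3-driven luciferase light from the GAL4 reporter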
# Target sequence (Q9Y6Q9 whole entry, looked up, the tested form may be a part): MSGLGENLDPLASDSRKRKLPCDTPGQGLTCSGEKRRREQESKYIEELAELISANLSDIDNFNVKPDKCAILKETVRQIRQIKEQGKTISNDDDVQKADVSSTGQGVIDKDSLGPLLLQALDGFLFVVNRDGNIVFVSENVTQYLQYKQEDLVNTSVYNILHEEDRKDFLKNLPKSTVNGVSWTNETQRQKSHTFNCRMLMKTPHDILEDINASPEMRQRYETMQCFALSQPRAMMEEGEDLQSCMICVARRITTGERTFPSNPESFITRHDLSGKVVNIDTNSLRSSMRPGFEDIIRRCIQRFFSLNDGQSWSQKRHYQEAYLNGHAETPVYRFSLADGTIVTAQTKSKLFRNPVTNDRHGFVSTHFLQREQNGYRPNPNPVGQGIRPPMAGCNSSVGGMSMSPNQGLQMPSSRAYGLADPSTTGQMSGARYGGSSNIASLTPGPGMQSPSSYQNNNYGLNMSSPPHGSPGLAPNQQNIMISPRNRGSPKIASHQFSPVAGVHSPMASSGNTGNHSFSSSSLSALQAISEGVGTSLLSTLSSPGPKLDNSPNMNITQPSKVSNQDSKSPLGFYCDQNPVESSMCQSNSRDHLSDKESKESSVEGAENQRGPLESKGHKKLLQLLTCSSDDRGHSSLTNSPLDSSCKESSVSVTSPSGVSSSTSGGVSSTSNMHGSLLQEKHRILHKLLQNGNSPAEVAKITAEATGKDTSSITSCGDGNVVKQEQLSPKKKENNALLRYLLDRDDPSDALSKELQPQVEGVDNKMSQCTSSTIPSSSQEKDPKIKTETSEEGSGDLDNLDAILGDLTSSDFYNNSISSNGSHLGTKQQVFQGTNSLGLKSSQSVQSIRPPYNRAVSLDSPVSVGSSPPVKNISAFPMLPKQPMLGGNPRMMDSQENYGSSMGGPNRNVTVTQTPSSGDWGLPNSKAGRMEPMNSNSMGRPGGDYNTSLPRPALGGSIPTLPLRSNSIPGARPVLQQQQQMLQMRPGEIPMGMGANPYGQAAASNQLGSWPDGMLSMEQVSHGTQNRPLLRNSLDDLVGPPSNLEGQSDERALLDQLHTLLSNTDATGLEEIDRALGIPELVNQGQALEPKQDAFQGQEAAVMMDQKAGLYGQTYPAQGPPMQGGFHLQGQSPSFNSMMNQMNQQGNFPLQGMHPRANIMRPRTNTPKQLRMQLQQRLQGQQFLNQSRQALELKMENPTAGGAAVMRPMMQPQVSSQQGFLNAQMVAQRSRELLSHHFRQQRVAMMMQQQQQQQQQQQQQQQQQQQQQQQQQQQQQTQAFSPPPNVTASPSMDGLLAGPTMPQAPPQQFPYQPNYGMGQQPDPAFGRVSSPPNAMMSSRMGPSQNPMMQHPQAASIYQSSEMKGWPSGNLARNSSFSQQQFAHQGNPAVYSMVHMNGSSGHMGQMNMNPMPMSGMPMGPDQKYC
# KKLEB tox: cytotoxicity in KKLEB CF airway cells, primary screen, cytotoxicity control for CF NF-kB inhibitor project, cell-based, uHTS, fluorescence assay plates; KKLEB CF airway cells viability, ATPlite luminescence, overnight; stronger effect = lower value; cells stimulated with P. aeruginosa culture filtrate; activity change (cytotoxicity), % at 5 µM; actives 0.36% (n = 360,000);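 active = corrected activity change at or below -50% at 5 µM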
# LMP1 NFkB inh: EBV LMP1-driven NF-kappaB luciferase reporter inhibitors, primary screen, cell-based, luminescence, single point; AID 504558, 2011; inhibition, % at 12.5 µM; actives 0.69% (n = 350,000); LMP1-induced NF-kappaB luciferase reporter cells; in the data active = inhibition above about 41%;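 also: 0% = neutral control wells and 100% = reference inhibitor control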
# TWEAK-Fn14 inh: inhibitors of TWEAK-Fn14 signaling, primary screen, luciferase reporter cells, uHTS; actives 2% (n = 360,000); inhibition, % at 10 µM; TWEAK-stimulated Fn14 reporter cells, luciferase luminescence, 8 h; AID 1159606, 2016; in the data active = inhibition above about 50%
# SRC1 inh: SRC1 coactivator transcriptional activity inhibitors, primary screen, cell-based, luminescence | Nuclear receptor coactivator 1 (Homo sapiens), Q15788 | HEK293 GAL4-SRC1 luciferase reporter | inhibition, % at 3.6 µM | actives 0.12% (n = 360,000) | AID 588354, 2011;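 active = inhibition above the campaign mean plus 3 SD, with each screening campaign given its own cutoff, cut at about 60% in these data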;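 also: 0% = DMSO treated cells and 100% = gossypol at 36 µM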
# COUP-TFII inh: NR2F2 transcriptional activity inhibitors, primary screen, cell-based, luciferase reporter, HEK293T, luminescence | HEK293T NGFI-A luciferase reporter | inhibition, % at 8.6 µM | actives 0.7% (n = 370,000) | AID 686940, 2013;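 active = inhibition above a per-plate cutoff, mean inhibition of test wells between control levels plus 3 SD, cut at about 38% in these data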;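 also: cells cotransfected with COUP-TFII expression vector driving the NGFI-A reporter; 0% = median of COUP-TF2 test wells and 100% = reporter-only cells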
# Shn3 inh set2: reduction of Shn3 3'UTR firefly luciferase signal, primary screen, Schnurri-3 inhibitor project, cell-based, Clone20 osteoblasts, set 2; Clone20 osteoblast Shn3 3'UTR firefly luciferase, 24 h; inhibition, % at 12.5 µM; actives 0.52% (n = 360,000); AID 588674, 2011;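 active = mean inhibition of at least 75% with every replicate also reaching 75%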;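 also: 0% = median of neutral control wells and 100% = pilot-screen positive control compound; some compounds past the cut are filed as inactive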
# LRH-1 inv ag: LRH-1 (NR5A2) inverse agonists, primary screen, cell-based, luminescence, HEK293T, StAR-luciferase reporter; Nuclear receptor subfamily 5 group A member 2 (Homo sapiens), O00482; LRH-1 transfected, 24 h; inhibition, % at 3.6 µM; actives 0.13% (n = 360,000);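 active = inhibition above the mean inhibition of all tested compounds plus 3 SD, cut at about 73% in these data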;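 also: 0% = DMSO wells and 100% = reporter-only cells lacking LRH-1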
# Numbers without * were called inactive; x = no result given. Some of the compounds tested; the hit share may differ from the screen's.
SMILES,CF NFkB block,TROY signal inh,TRAIL sens C8,NCOA3 inh,KKLEB tox,LMP1 NFkB inh,TWEAK-Fn14 inh,SRC1 inh,COUP-TFII inh,Shn3 inh set2,LRH-1 inv ag
Cc1ccc(-c2nnc(-c3ccccc3)c(-c3ccccc3)n2)cc1,5,-18,0,-9,17,-1,-4,-2,-5,14,-12
O=C1C=C(Nc2ccc(O)cc2)C(=O)c2ccccc21,14,-23,43,-116,-7,3,10,-146,-59,-39,-89
C[C@H](CO)N1C[C@H](C)[C@@H](CN(C)Cc2ccc(C(=O)O)cc2)Oc2ccc(NC(=O)Cn3cnnn3)cc2C1=O,-5,16,-17,2,5,-12,4,8,-6,2,-11
Nc1nonc1-c1nc2ccccc2n1CC(=O)N1CCN(c2ccc(F)cc2)CC1,-15,-5,-2,15,5,11,33,16,-14,12,20
CC1C(C#N)=C(SCC(N)=O)NC2=C1C(=O)CC(C)(C)C2 (stereo unspecified),-3,26,-2,-5,4,-12,8,-12,0,4,-1
COc1ccc(CCNC(=O)C(=O)NCC2OCCN2S(=O)(=O)c2ccc(F)cc2)cc1 (stereo unspecified),10,6,-3,-11,6,2,-4,-33,8,13,3
N#Cc1c(N)n(-c2cccc(C(=O)O)c2)c2nc3ccccc3nc12,-4,16,7,6,6,-2,-5,6,6,x,9
NC(=O)COc1ccc(Nc2nnc(-c3ccc(O)cc3)c3ccccc23)cc1,1,-20,-2,5,-5,-2,-6,8,-6,-20,12
Cc1ccc(C(=O)Nc2ccc(N3CCN(S(C)(=O)=O)CC3)cc2)cc1,18,-37,-3,-46,6,1,8,-18,-8,-9,-2
Cc1onc(-c2ccccc2)c1C(=O)OCC(=O)c1ccccc1,13,-3,-1,-4,-6,-4,9,4,-10,5,7
COCCn1c(N)c(C(=O)NCC2CCCO2)c2nc3ccccc3nc21 (stereo unspecified),0,6,-2,12,4,5,43,11,25,7,44
Cc1ccc(Cl)cc1N1CCN(CC(=O)Nc2ccc3[nH]c(=O)[nH]c3c2)CC1,-4,10,-4,7,-10,4,1,-7,21,18,-3
CC(C)CCNC1c2ccccc2C(=O)N1Cc1ccccc1 (stereo unspecified),-4,8,-8,-5,-4,-6,-32,-12,-5,3,2
O=C(O)CCC(=O)Nc1ccc(S(=O)(=O)N2CCCC2)cc1,10,29,-8,0,-8,-1,10,-4,-4,-2,-4
Cc1ccc(CNC(=O)c2cccc(OCc3c(C)noc3C)c2)cc1,-19,5,11,11,9,11,5,-3,18,-65,26
N#C/C(=C\c1ccncc1)c1nc2ccccc2c(=O)[nH]1,-10,-3,-3,13,7,5,1,-16,-25,-1,15
Cc1ccc(/C=N/NC(=O)C2(C)CC2(Br)Br)cc1 (stereo unspecified),-6,-35,-5,7,4,3,-5,-56,10,7,-9
CC(=O)N1c2ccc(S(=O)(=O)NCC3CCC(C(=O)NCc4ccco4)CC3)cc2CC1C (stereo unspecified),-19,16,-13,9,-10,8,0,-20,10,20,6
CC(=O)c1ccc(-c2ccc(C(=O)N3CCCc4ccccc43)o2)cc1,2,-14,3,-36,-4,-16,14,-20,-3,-42,-35
C=CCN1C(=O)CSC1=Nc1cccc(O)c1,4,2,0,9,-5,9,-1,6,7,3,-13
CCOc1cccc(N2C(=O)CC(N3CCN(c4ccc(S(=O)(=O)CC)cc4)CC3)C2=O)c1 (stereo unspecified),-10,-3,3,-9,5,1,1,3,-25,-20,-3
Cc1sc(NC(=S)NC(=O)C2CCCCC2)c(C(N)=O)c1C,-32,-25,-4,-23,0,-15,-6,-26,-11,-10,-9
COc1ccccc1C(=O)C1CCCN(C(=O)c2ccc(Cl)cc2)C1 (stereo unspecified),-2,-6,1,16,-4,5,-9,8,-3,7,-24
COc1cc(/C=C2/SC(=O)NC2=O)ccc1Oc1ccc([N+](=O)[O-])cc1[N+](=O)[O-],-5,54*,6,6,1,3,56*,5,13,-15,6
Cc1cc(S(=O)(=O)Nc2ccc(C(=O)NCCCN3CCOCC3)cc2)ccc1F,-29,0,-2,3,4,7,-7,-2,12,-10,-3
SMILES,CF NFkB block,TROY signal inh,TRAIL sens C8,NCOA3 inh,KKLEB tox,LMP1 NFkB inh,TWEAK-Fn14 inh,SRC1 inh,COUP-TFII inh,Shn3 inh set2,LRH-1 inv ag
COc1ccc(C(O)c2cnc(C)n2Cc2ccccc2)cc1 (stereo unspecified),-36,5,-3,-1,0,-1,-6,-7,5,7,-10
COc1ccc(OC)c(-c2csc(NC(=O)COC(=O)C3CC3)n2)c1,-31,5,4,9,9,-1,-6,12,-20,1,-33
O=C(NNc1cc(Cl)ccc1Cl)c1cccs1,19,1,-7,0,-4,3,-26,6,15,22,21
CCOC(=O)C1CCCN(C(=O)CSc2nnnn2C)C1 (stereo unspecified),-3,2,0,9,4,-6,3,-5,13,-4,12
CC(=O)Oc1ccc2c(=O)oc(-c3ccc([N+](=O)[O-])cc3)nc2c1,1,-16,9,1,6,-7,13,-5,16,2,3
CN(CC1CCCN(CCc2ccccc2F)C1)C(=O)c1ccoc1 (stereo unspecified),1,2,-7,-4,13,7,-8,21,-12,5,14
COc1cc(Cl)ccc1OCc1cc(C(=O)N(C)Cc2cn(C)nc2C)no1,7,-11,5,12,-3,0,-10,-1,1,21,0
COc1ccc(OC)c(/C=C2\NC(=O)NC2=O)c1,26,-1,-4,23,0,12,32,34,19,2,-9
Cc1ccc(C(=O)N/N=c2\sc3ccccc3n2C)cc1,10,-6,5,-22,6,9,23,-18,-1,-30,-25
COc1cccc(C(=O)NCC(c2ccco2)N2CCc3ccccc3C2)c1 (stereo unspecified),15,-7,1,4,-2,-1,-2,-16,-5,11,-11
C/C(=N\Nc1nc(N2CCOCC2)nc(N2CCOCC2)n1)c1ccc([N+](=O)[O-])cc1,-16,11,6,10,10,-2,-20,-8,1,2,6
CN1C[C@@H]2C(c3ccc(C(F)(F)F)cc3)C3(c4ccccc4)CC2(C3)[C@H]1c1ccccc1 (stereo partly specified),17,4,-3,-21,-4,3,-2,-13,12,3,-16
Cn1c(=O)cc(OCCCC(=O)N2CCN(c3ccccn3)CC2)c2ccccc21,-12,9,9,-2,12,0,6,3,-23,2,3
Cc1nc(C)c(/C(O)=C/c2nc3ccccc3oc2=O)s1,14,-42,-2,-23,0,-6,-30,-14,0,-7,3
Fc1ccccc1-c1nc(-c2cnccc2C(F)(F)F)no1,14,-3,-5,18,15,2,-18,12,4,-10,1
O=C(CCc1ccc(S(=O)(=O)NCc2ccccc2)cc1)NCc1ccco1,-12,15,-1,16,2,15,-17,-7,3,5,-20
Cc1ccc(C(=O)CC(C(=O)O)n2cnc([N+](=O)[O-])n2)cc1 (stereo unspecified),9,-5,-2,-1,2,-2,7,-11,6,-7,-8
CCCCn1c(N)c(N(CCC(C)C)C(=O)c2ccc3c(c2)OCCO3)c(=O)[nH]c1=O,-10,-19,-13,1,-2,-5,4,-3,6,-8,9
COc1ccc(C2C(C(C)=O)=C(C)Nc3ncnn32)cc1[N+](=O)[O-] (stereo unspecified),11,-2,-4,5,4,24,0,-21,-8,-1,5
CCNc1nc(NCC)n2c(SCC(=O)Nc3cccc(F)c3)nnc2n1,17,-14,8,-7,4,3,11,-13,28,-8,5
Nc1nonc1-n1nnc(C(=O)N/N=C/c2ccncc2)c1-c1ccccc1,9,3,17,5,-5,3,-13,14,-10,7,-6
O=C(NCCN1CCN(c2ccccc2)CC1)C1CCN(S(=O)(=O)c2cccs2)CC1,-6,-10,-5,5,10,-11,9,0,11,-2,15
Cc1ccc(C(C(=O)NCc2ccc(F)cc2)N(CCCO)C(=O)C2COc3ccccc3O2)o1 (stereo unspecified),-16,4,3,10,3,-1,28,-9,-3,7,8
O=C(NC(C(=O)c1ccccc1)c1ccccc1)c1ccccc1 (stereo unspecified),12,-39,3,-28,4,-10,4,-9,2,1,-4
COC(=O)c1c(NC(=O)c2ccccc2C(=O)O)sc2c1CCC2,1,2,-15,-4,6,-12,0,12,0,-73,-7

# Three compounds already listed, sorted by their value in SRC1 inh, high to low:
Structure,SRC1 inh
CCOC(=O)C1CCCN(C(=O)CSc2nnnn2C)C1 (stereo unspecified),-5
Cc1nc(C)c(/C(O)=C/c2nc3ccccc3oc2=O)s1,-14
COc1ccc(C2C(C(C)=O)=C(C)Nc3ncnn32)cc1[N+](=O)[O-] (stereo unspecified),-21

# Next section:
SMILES,CF NFkB block,TROY signal inh,TRAIL sens C8,NCOA3 inh,KKLEB tox,LMP1 NFkB inh,TWEAK-Fn14 inh,SRC1 inh,COUP-TFII inh,Shn3 inh set2,LRH-1 inv ag
Cc1[nH][nH]c(=O)c1C(c1c(C)[nH][nH]c1=O)c1cn(C)c2ccccc12,-30,-1,-5,-14,12,7,14,-11,16,18,16
O/N=C1\CCCc2ccc3ccccc3c21,-22,-44,3,-8,-2,11,-16,-6,0,29,-2
Cc1no[n+]([O-])c1COc1ccccc1/C=N/n1nnnc1N,10,14,4,12,-5,-46,11,6,-24,11,54
CN1CCN(C(=O)c2cccn(Cc3c(Cl)cccc3Cl)c2=O)CC1,4,4,7,-28,-7,2,5,6,-7,0,1
CCOC(=O)c1ccc(NC(=O)c2nc[nH]c2C(=O)N[C@@H](CC(C)C)C(=O)OCc2ccccc2)cc1,6,-22,22,-8,2,4,-6,-13,-7,-13,-7
OCCNc1ncnc2c1ncn2[C@H]1CN(Cc2ccco2)C[C@@H](CO)O1,-10,-6,-15,-15,9,x,3,10,-9,-18,-8
C[C@]12C(=O)N(c3ccccc3)C(=O)N1[C@@H]1c3ccccc3OC[C@@H]1[C@H]2c1ccccc1,11,-7,-8,-5,2,-3,5,-10,18,20,17
CCn1c(C(=O)O)c(CC(=O)Nc2ccccc2F)c2ccccc21,-1,23,9,9,2,10,9,-12,-8,13,-10
CCCOC1CCCN(C(=O)CCc2nnc(Cc3cccc(C)c3)o2)C1 (stereo unspecified),9,-39,4,-39,-31,-4,-22,-36,-32,-21,-41
COc1ccc(C#Cc2cnc3c(c2)C(=O)N([C@@H](C)CO)C[C@@H](C)[C@@H](CN(C)CC2CCOCC2)O3)cc1,-18,9,3,-24,6,-7,-5,-6,-15,-27,-3
Cn1c(-c2c(N)n(C3CCCC3)c3nc4ccccc4nc23)nc2ccccc21,-25,25,-18,7,-19,-19,39,-3,-6,14,6
COc1cc(NC(=O)c2cccs2)c(C(=O)OCC(=O)NC(=O)NC(C)(C)C)cc1OC,-14,8,-6,5,2,-5,0,-4,21,1,9
CNC[C@H](O)c1ccc(O)c(O)c1,10,7,-6,-4,38,2,-34,-20,-33,-32,-7

# Screens: PubChem, several laboratories
